# AHR activator: human AHR activation; AHR-responsive luciferase reporter cells, luminescence; activation, % at 5 µM; 2.5% of 320,000 active; AID 2796; in the data active means activation above about 47%;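 further: 0% = vehicle wells and 100% = reference agonist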
# Target sequence (P35869 whole entry, looked up): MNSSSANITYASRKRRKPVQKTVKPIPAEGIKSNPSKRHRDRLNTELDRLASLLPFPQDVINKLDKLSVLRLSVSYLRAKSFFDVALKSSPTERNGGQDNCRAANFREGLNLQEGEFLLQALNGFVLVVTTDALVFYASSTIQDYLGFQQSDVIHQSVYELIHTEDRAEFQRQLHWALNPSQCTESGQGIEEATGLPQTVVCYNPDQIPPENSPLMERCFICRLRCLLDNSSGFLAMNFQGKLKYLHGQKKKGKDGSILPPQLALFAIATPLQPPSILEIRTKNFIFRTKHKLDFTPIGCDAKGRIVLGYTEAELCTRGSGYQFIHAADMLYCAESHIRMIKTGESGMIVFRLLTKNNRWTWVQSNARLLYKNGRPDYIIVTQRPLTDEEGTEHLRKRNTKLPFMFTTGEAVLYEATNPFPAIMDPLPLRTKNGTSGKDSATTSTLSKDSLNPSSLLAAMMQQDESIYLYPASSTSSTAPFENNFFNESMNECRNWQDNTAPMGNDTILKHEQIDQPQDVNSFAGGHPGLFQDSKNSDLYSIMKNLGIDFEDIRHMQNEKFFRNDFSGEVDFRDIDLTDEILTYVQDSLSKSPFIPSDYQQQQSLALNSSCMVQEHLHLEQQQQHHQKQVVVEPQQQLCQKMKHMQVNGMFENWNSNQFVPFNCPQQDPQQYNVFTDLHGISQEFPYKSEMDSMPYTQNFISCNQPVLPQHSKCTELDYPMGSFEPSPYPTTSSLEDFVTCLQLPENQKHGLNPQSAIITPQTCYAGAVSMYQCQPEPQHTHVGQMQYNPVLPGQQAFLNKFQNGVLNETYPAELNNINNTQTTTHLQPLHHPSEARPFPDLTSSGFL
# Fam108B inh: Fam108B inhibition, counter-screen for RBBP9 inhibitors | inhibition, % at 9.51 µM | recombinant Fam108B, FP-Rh probe fluorescence polarization | 0.33% of 300,000 active;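 active means inhibition above the screen mean inhibition plus 3 SD, computed separately per campaign, cut at about 18% in these data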;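 further: inhibitors lower polarization as less probe binds the enzyme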
# MCL1 BIM primary: disrupts human MCL1 binding to BIM-BH3 peptide. GST-MCL1 / FITC-Bim-BH3 fluorescence polarization. 0.68% of 320,000 active. Q07820. inhibition, % at 10.9 µM;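 active means inhibition above the mean inhibition of all tested compounds plus 3 SD, set per campaign, cut at about 40% in these data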;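 further: 0% = DMSO wells and 100% = unlabeled Bim-BH3 peptide control; higher means more loss of mP so more displacement of Bim peptide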
# PME-1 primary: PME-1 (human) inhibition | Q9Y570 | recombinant PME-1, FP-Rh probe fluorescence polarization | inhibition, % at 5.9 µM | 0.53% of 320,000 active | AID 2130;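 active means inhibition above the campaign mean of all compounds plus 3 SD, cut at about 26% in these data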;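 further: competitive labeling of PME-1 active site by serine hydrolase directed probe; 0% = PME-1 with DMSO and 100% = wells lacking PME-1 enzyme; inhibitors block probe labeling so polarization falls and inhibition rises; many of its hits are not listed in these tables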
# PAFAH1B2 FP inh: blocks human PAF acetylhydrolase 1b catalytic subunit 2; P68402; recombinant PAFAH1B2, FP-rhodamine activity probe, fluorescence polarization; inhibition, % at 3.39 µM; 1.2% of 340,000 active; AID 492953;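 active means inhibition above the mean of all tested compounds plus 3 SD, cut at about 24% in these data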;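 further: 0% = enzyme with DMSO and 100% = wells lacking PAFAH1B2; many of its hits are not listed in these tables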
# GLD-1 RNA inh: GLD-1-TGE RNA interaction inhibition (C. elegans); Q17339; inhibition, % at 5.96 µM; purified GLD-1 + fluorescein TGE RNA, fluorescence polarization; 0.44% of 320,000 active;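 active means percent inhibition above a per-plate cutoff, the plate mean of test compounds plus 3 SD, cut at about 30% in these data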;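 further: 0% = DMSO wells with GLD-1 and probe and 100% = wells lacking GLD-1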
# pPAFAH FP inh: pPAFAH (human) enzyme inhibition | Q13093 | recombinant pPAFAH, FP-rhodamine probe fluorescence polarization | inhibition, % at 3.39 µM | 1.5% of 330,000 active;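 active means inhibition above the mean inhibition across the screen plus 3 SD, cut at about 25% in these data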;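 further: inhibitors block binding of the rhodamine activity-based probe so polarization drops; 0% = enzyme with DMSO and 100% = wells lacking pPAFAH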
# MEX-5 binding: C. elegans MEX-5 TCR-2 RNA binding activity | Q9XUB2 | MEX-5/FITC-TCR2 RNA binding, fluorescence polarization; active compounds read low | activity score (negative = inhibition of binding), % at 10 µM | 0.38% of 300,000 active;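 active means inhibition past about -25% in most replicates, and total fluorescence under double the plate's negative control median, limit read from the data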;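 further: 0% = DMSO and -100% = 5 µM competing unlabeled TCR2 RNA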
# Bcl-xL primary: inhibitors of human Bcl-xL; 0.7% of 320,000 active; GST-Bcl-xL / FITC-Bim BH3 peptide fluorescence polarization; inhibition, % at 10.9 µM; Q07817; AID 2129;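 active means inhibition above the mean of all tested compounds plus 3 SD, cutoff set per campaign, cut at about 30% in these data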;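 further: 0% = DMSO wells and 100% = unlabeled Bim-BH3 peptide competitor; inhibitors lower millipolarization by displacing the labeled peptide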
# Starred values were filed as active, the others as inactive; x = not tested or not shown. The list is partial. The share of hits here may be higher or lower than overall.
SMILES,AHR activator,Fam108B inh,MCL1 BIM primary,PME-1 primary,PAFAH1B2 FP inh,GLD-1 RNA inh,pPAFAH FP inh,MEX-5 binding,Bcl-xL primary
CC(C)c1ccc(NC2CCCN(C(=O)c3cnc4ccccn4c3=O)C2)cc1 (configuration not stated),5,4,9,4,5,3,1,-4.8,8
Cc1ccc(NC(=S)NC2CCN(Cc3ccccc3)CC2)c(C)c1,1,-2,-7,0,-4,-2,-6,-2.2,-8
COc1ccc(CCC(=O)OCC(=O)NC(=O)c2ccc(Cl)cc2)cc1,2,x,x,x,6,-21,6,x,x
COc1ccc(OC)c(CN2CCN(C(=O)CCC(=O)c3cccs3)CC2)c1,2,-1,-3,-1,1,5,-2,-0.5,4
CC(C)OP(=O)(c1ccc(N(C)C)cc1)C(Nc1ccccc1)c1ccccc1 (configuration not stated),4,2,3,5,7,0,2,1.7,-2
Cc1cc(C)n(C(=O)c2ccc(C)c(Br)c2)n1,0,-1,4,-6,2,-10,2,-0.6,5
COc1cccc(C2N(c3ccc(Cl)c(Cl)c3)C(=O)C3CCCN32)c1OC (configuration not stated),0,-5,6,2,4,-1,-3,3.2,4
O=C(NNC1CC(=O)N(c2ccc3c(c2)OCCO3)C1=O)c1ccccc1 (configuration not stated),0,0,13,-2,-1,-4,-2,-3.9,-1
COc1ccc(C(=O)COc2ccc3ccc(=O)oc3c2)c(OC)c1,-8,4,0,-3,3,1,2,-5.0,-9
CCS(=O)(=O)n1nc(-c2ccc(OC)cc2)nc1N,2,-4,6,-4,2,-1,-2,-0.4,4
CN(CCOc1ccccc1)C(=O)c1cc(-c2ccco2)nc2ccccc12,3,x,46*,2,-1,44*,17,x,30*
CC(C)N(C(=O)CSc1nnc(-c2ccc3c(c2)OCO3)n1C)C(C)C,3,4,-2,-4,12,-2,6,0.9,-2
CCOc1ccc(/C=N/Nc2ccc(Cl)nn2)c(O)c1,3,-1,4,1,11,1,2,1.6,4
CCOc1cc(/C=C2\SC(=Nc3ccc(F)cc3)N(c3ccc(F)cc3)C2=O)ccc1OCC(=O)O,4,-3,2,-9,x,10,7,-1.6,3
O=C1CC(NS(=O)(=O)c2ccc([N+](=O)[O-])cc2)CN1c1ccc(Cl)cc1 (configuration not stated),-2,0,2,3,16,-2,1,0.7,2
O=C1NC2(CCCCCC2)C(=O)N1Cc1ccccc1Cl,2,1,8,2,7,2,2,0.9,6
CC(C)C1Oc2ccccc2N(CC(=O)N(Cc2ccccn2)C2CC2)C1=O (configuration not stated),3,5,1,1,7,2,1,0.7,10
CC(C)(C)c1ccc(Cn2ccc(-c3ccc4c(c3)OCO4)n2)cc1,11,-2,7,-3,-2,-5,3,2.3,3
CCOC(=O)CC(=O)CSc1ccc2nnc(-c3ccc(C)cc3)n2n1,12,2,18,0,4,0,3,-1.5,19
CCc1noc(C)c1C(=O)N1CCCC(N2CCN(c3cccc(Cl)c3)CC2)C1 (configuration not stated),0,-4,4,-4,5,2,6,0.5,5
CCC(=O)Oc1ccc(C(=O)Nc2cccc(C(=O)c3ccccc3)c2)cc1,3,-6,3,-13,-2,3,-1,-0.2,7
CCOC(=O)C1CCN(C(=O)c2ccc(N(C)S(=O)(=O)c3ccc(OC)cc3)cc2)CC1,0,-1,-1,-1,2,-2,-1,-1.4,5
Cc1cccc(Cn2c(N3CCN(c4ccccc4)CC3)nc3c2c(=O)n(C)c(=O)n3C)c1,0,0,2,-4,3,2,1,1.8,4
COC(=O)[C@@]1(Cc2ccc(F)cc2)[C@H]2c3cc(C(=O)N(C)C)n(Cc4ccc(OC(F)(F)F)cc4)c3C[C@H]2CN1C(=O)c1ccccc1,2,8,-1,-4,x,8,4,4.3,-2
CN(Cc1cccc(F)c1)C(=O)Cc1ccc(S(=O)(=O)N2CCOCC2)s1,-2,0,-11,-2,4,6,0,-0.5,-13
# Later entries.
SMILES,AHR activator,Fam108B inh,MCL1 BIM primary,PME-1 primary,PAFAH1B2 FP inh,GLD-1 RNA inh,pPAFAH FP inh,MEX-5 binding,Bcl-xL primary
COCCN(C(=O)Cc1cccs1)C(C(=O)NC1CCCC1)c1cc(OC)c(OC)c(OC)c1 (configuration not stated),1,-2,-8,-3,-1,8,1,-1.2,0
COc1cc(NC(=S)NCc2cccnc2)c(OC)cc1Cl,37,0,3,2,0,4,3,0.4,19
CN1CCN(C(=O)NC2CCCCC2)CC1,-1,1,0,-5,5,4,3,-0.1,2
Nc1nonc1C(=O)NCCc1ccccc1,0,3,-1,4,1,3,5,-0.9,1
Fc1ccc(-c2csc3ncnc(Cl)c23)cc1,4,-3,0,2,-2,14,8,0.9,2
Cc1c(NC(=O)Nc2cccc(Cl)c2Cl)c(=O)n(-c2ccccc2)n1C,5,2,2,6,1,7,3,0.1,0
O=C(Cc1coc2cc(O)ccc12)NNC(=O)c1ccc(Br)s1,3,x,x,x,13,-1,19,x,x
CS(=O)(=O)N1CCN(c2ccccc2NC(=O)c2ccc3c(c2)OCCO3)CC1,2,3,5,0,0,-4,9,-0.2,4
COc1cccc(NC(=O)C2=COCCO2)c1,8,-1,5,-3,-2,4,7,-0.7,4
COc1ccc(C(=O)NOCc2ccccc2)cc1,2,5,1,-5,4,-3,2,0.4,6
Cc1ccc(C(=O)NCC(=O)OCC(=O)NC2CCS(=O)(=O)C2)cc1C (configuration not stated),3,6,-12,-3,1,-1,6,2.8,2
O=C(O)C1CCC(=O)N1C1c2ccccc2Oc2ccccc21 (configuration not stated),0,1,0,-5,0,7,2,2.5,5
Cc1ccccc1/C=N\NC(=O)c1csnn1,51*,-5,7,1,11,-8,8,-2.6,0
Cc1c(C(=O)NCC(c2ccco2)N(C)C)oc2c(Cl)cccc12 (configuration not stated),48*,-2,4,-3,0,6,8,1.3,8
O=C1/C(=C\c2ccccn2)SC(=S)N1c1ccc(S(=O)(=O)Nc2nccs2)cc1,0,4,11,12,7,-2,9,-2.2,8
Cc1ccsc1/C=N\NC(=O)c1n[nH]c2c1CCC2,27,1,4,-3,2,2,2,-2.9,0
COc1cccc(COc2ccc(N(C)S(=O)(=O)c3ccccc3)cc2)c1,5,0,-7,-6,-3,3,2,0.6,-5
O=C1C/C(=C\c2c(F)cccc2Cl)N2CCC1CC2,-2,0,-1,-4,7,0,2,-1.3,1
COc1cc(OC)c(C2=NOC(C(=O)O)C2)cc1Cl (configuration not stated),4,-1,-1,2,4,3,-7,-0.6,-2
Cn1cnnc1SCC(=O)Nc1cc(S(=O)(=O)N2CCCCC2)ccc1Cl,0,0,8,6,-1,0,-3,-1.0,3
COc1ccc(-n2nc3c(c2NC(=O)c2ccc(Br)cc2)CS(=O)C3)cc1 (configuration not stated),20,-4,7,0,-2,2,-3,-1.3,1
COc1cc(/C(C)=N/NC(=O)CSc2nc3ccccc3[nH]2)ccc1O,11,-4,3,-9,0,7,5,-0.9,-1
COc1ccc2sc(-c3ccc(SC)cc3)c(-c3ccc(O)cc3)c2c1,80*,x,x,x,1,2,17,x,x
O=c1c2ccccc2oc2cc(C#Cc3ccccn3)ccc12,7,1,3,0,-2,2,1,1.2,-4
CSc1ccc(S(=O)(=O)Nc2cccc(F)c2)cc1,-4,-4,5,7,x,11,33*,1.5,-2
# The results go on.
SMILES,AHR activator,Fam108B inh,MCL1 BIM primary,PME-1 primary,PAFAH1B2 FP inh,GLD-1 RNA inh,pPAFAH FP inh,MEX-5 binding,Bcl-xL primary
O=c1cc(Cl)c(-c2ccccc2)nn1Cc1ccc(Cl)cc1,0,-7,0,4,9,0,2,0.9,3
Cc1ccc(C(=O)NC2CCCC2)s1,1,0,-2,-2,4,2,3,1.0,0
CCCN(C(=O)CCNC(=O)Cn1cnc2ccccc2c1=O)c1cccc(Cl)c1,-1,-2,8,-34,5,1,6,1.4,6
Cc1ccc(CCNC(=O)C2CCC(=O)N(CC3CCCCC3)C2)cc1 (configuration not stated),0,-3,-5,4,-1,0,4,-1.6,-7
Cc1ccc(C)c(N(C(=O)c2csnn2)C(C(=O)NC2CCCCC2)c2ccncc2)c1 (configuration not stated),-1,0,3,-1,2,-1,-3,-1.0,3
Cc1ccc(CC(=O)Nc2nccs2)cc1,1,-2,5,-11,10,-3,-7,-0.7,-1
COc1ccc(C(=O)Nc2ccc([N+](=O)[O-])cn2)c(OC)c1,5,5,4,2,1,2,-4,-0.3,1
O=P(COc1ccccc1)(c1ccccc1)c1ccccc1,2,4,-2,5,2,5,-8,1.4,5
OC(CNCc1ccc2c(c1)OCO2)COc1ccccc1 (configuration not stated),4,-2,6,0,0,6,-7,2.6,3

# Assay outcomes deposited in PubChem BioAssay by several laboratories.
